HP1b chromo inh = blocks HP1-beta chromodomain binding to methylated histone tails | P83916 | actives 0.56% (n = 390,000) | Potency, µM (series often up to 114 µM), for inactives: at the highest dose activity change, negative = inhibition, most hits filed as inhibitors | AID 540317 | AlphaScreen HP1-beta / biotin-H3K9me3 peptide binding; further: potency means the concentration at half of the fitted maximal effect; nearly all actives have a fitted effect of over 70% in size; inactives centre near 23
Target sequence (P83916 whole entry, looked up): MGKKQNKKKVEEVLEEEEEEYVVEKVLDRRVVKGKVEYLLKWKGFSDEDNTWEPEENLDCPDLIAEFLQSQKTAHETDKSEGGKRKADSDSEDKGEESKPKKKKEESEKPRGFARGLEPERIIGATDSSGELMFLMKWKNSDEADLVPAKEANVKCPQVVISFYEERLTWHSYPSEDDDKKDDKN
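HP1-beta protein (50 nM final) preincubated 30 min at room temperature with biotinylated H3(1-18)K9me3 peptide (50 nM) in PBS pH 7.4, 0.01% Tween-20, then compound added for 30 min. AlphaScreen streptavidin donor/nickel chelate acceptor beads (10 ug/mL final), 30 min dark, luminescence read.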
GLS inh = glutaminase GLS (human) inhibition | O94925 | GLS enzymatic activity, qHTS titration | Potency, µM (doses to about 45.5 µM), without a hit: at the highest dose activity change, negative = inhibition, hits mostly inhibitors | actives 0.21% (n = 410,000) | AID 624170; further: potency means the concentration at half of the fitted maximal effect; on the % scale 0 is the no-effect control and ±100 the full control effect
Target sequence (O94925 whole entry, looked up): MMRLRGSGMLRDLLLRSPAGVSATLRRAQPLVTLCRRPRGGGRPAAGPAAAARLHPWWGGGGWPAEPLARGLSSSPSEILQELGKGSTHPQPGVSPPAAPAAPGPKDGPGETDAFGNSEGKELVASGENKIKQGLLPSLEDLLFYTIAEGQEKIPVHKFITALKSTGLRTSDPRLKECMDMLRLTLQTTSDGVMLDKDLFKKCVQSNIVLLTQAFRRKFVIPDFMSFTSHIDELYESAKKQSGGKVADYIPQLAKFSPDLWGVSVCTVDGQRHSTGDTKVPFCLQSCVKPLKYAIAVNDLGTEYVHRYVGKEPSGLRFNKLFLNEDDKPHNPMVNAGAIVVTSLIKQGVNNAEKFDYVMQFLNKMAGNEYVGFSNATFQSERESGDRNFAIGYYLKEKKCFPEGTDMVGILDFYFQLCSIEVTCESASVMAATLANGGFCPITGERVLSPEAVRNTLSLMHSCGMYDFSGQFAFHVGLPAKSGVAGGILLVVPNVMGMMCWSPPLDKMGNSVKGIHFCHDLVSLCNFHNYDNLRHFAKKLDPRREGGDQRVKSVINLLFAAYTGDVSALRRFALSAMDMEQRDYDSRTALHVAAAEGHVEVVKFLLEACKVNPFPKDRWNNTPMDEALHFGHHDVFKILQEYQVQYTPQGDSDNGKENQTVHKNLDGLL
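Read-out is an Amplex red fluorescence increase coupled through glutamate oxidase and HRP, measured before and after 30 min room-temperature incubation. hKGA is in 45 mM KH2PO4 (pH 8.2) with 0.02% Tween-20; glutamine added as 1mM solution.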
12-LOX inh = inhibitors of human 12S-lipoxygenase ALOX12; Potency, µM (top dose mostly 108 µM), inactives show at the highest dose activity change, negative = inhibition, usual class: inhibitors; AID 1671190; purified 12hLO, xylenol orange hydroperoxide absorbance; actives 1.1% (n = 580,000); further: potency means the concentration at half of the fitted maximal effect; on the % scale 0 is the no-effect control and ±100 the full control effect
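Hydroperoxide product was detected by ferrous iron/xylenol orange as the 573 to 405 nm absorbance ratio. Arachidonic acid at 40 uM (final) was turned over for 30 min at room temperature by 150 nM human 12hLO, pH 7.0 Hepes buffer, after 15 min compound preincubation.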
G9a block = G9a (human) methyltransferase inhibition; actives 8.8% (n = 350,000); Potency, µM (titrated, usually from 102 µM), inactives show top-dose activity, negative = inhibition, most hits filed as inhibitors; G9a H3K9 monomethylation, AlphaScreen, 2 h; further: potency means the concentration at half of the fitted maximal effect; on the % scale 0 is the no-effect control and ±100 the full control effect; nearly all actives have a fitted effect of over 75% in size
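Readings reflect AlphaScreen signal from monomethyl-H3K9 antibody detection. HMT at 20 nM; substrate b-H3K9 500 nM; cofactor SAM 20 uM; 2 h RT reaction; compounds tested as titrations in qHTS with 15 min preincubation.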
ERG Ets-DNA blk = ERG Ets/DNA interaction inhibition; P11308; fluorescence polarization, His-ERG Ets domain / labelled DNA; Potency, µM (titrated, usually from 76.9 µM), for inactives: at the top dose FP activity, negative = inhibition, usual class: inhibitors; actives 0.028% (n = 370,000); active means well fitted inhibition curve with a large enough effect in the polarisation, with a control signal flat; inconclusive means small, poorly fitted or top-dose-only effect, or effect the other way, or a change in a side signal; inactive means no such curve, though single readings can be large or run the other way; the % refers to the polarisation;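 further: polarization taken with two DNA probes labelled with fluorescein and Texas red; potency means the concentration at half of the fitted maximal effect; % of control where 0% means no effect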
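His-tagged ERG Ets domain (1 uM in the protein solution; 300mM KCl, 50mM Tris-HCl, 1mM EDTA, 1mM DTT, pH 7.5) received compound, then a probe mix of 5 nM fluorescein-DNA and 100nM Texas-615-DNA. Fluorescence polarization was read for both dyes.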
JMJD2A Tudor = inhibitors of human JMJD2A Tudor domain | O75164 | AlphaScreen JMJD2A-Tudor / H3K4me3 peptide binding | Potency, µM (highest dose often 114 µM), without a hit: top-dose activity change, negative = inhibition, most hits filed as inhibitors | actives 4.4% (n = 390,000) | AID 504339; further: potency means the concentration at half of the fitted maximal effect; on the % scale 0 is the no-effect control and ±100 the full control effect; nearly all actives have a fitted effect of over 50% in size
BAZ2B inh = BAZ2B (human) inhibition. AlphaScreen BAZ2B-H3K14Ac peptide displacement. actives 4.4% (n = 360,000). Potency, µM (titrated, usually from 114 µM), for inactives: top-dose activity change, negative = inhibition, most hits filed as inhibitors; further: potency means the concentration at half of the fitted maximal effect; on the % scale 0 is the no-effect control and ±100 the full control effect; nearly all actives have a fitted effect of over 60% in size
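Protein-peptide AlphaScreen: BAZ2B 50 nM, b-H3K14Ac 50 nM, 1x PBS pH 7.4 + 0.01% Tween-20. Preincubation 30 min RT; cpd 30 min RT (top 110 uM); beads 20 min RT, light-protected.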
PI4K2A inh = PI4K2A (human) kinase inhibition; Q9BTU6; purified PI4K2A, ADP-Glo luminescence, 1 h; active compounds read low; activity change, negative = inhibition, % at 76.9 µM; actives 0.13% (n = 420,000); in the data active means activity change below about -50%; inconclusive means mostly about -30% to -49%;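 further: -100% = wells without enzyme as full effect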
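Compounds are screened against recombinant PI4K2A using PI as substrate and ATP, the latter dispensed at 300 microM. Reactions run one hour at ambient temperature before ADP-Glo detection; full inhibition defined by wells lacking enzyme.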
RGS4 inhibitor = human RGS4 inhibition; P49798; Potency, µM (doses to about 114 µM), without a hit: top-dose activity change, negative = inhibition, usual class: inhibitors; actives 0.039% (n = 390,000); Transcreener GDP fluorescence polarization, RGS4-accelerated GTP hydrolysis; further: potency means the concentration at half of the fitted maximal effect; on the % scale 0 is the no-effect control and ±100 the full control effect; nearly all actives have a fitted effect of over 75% in size; some results filed as inactive show a strong effect at the top dose
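MLSMR compounds (23 nl, pin-transferred) preincubated 10 min at room temperature with a 500nM (2x) first reagent, then RGS4 at 900nM (2x) plus Transcreener GDP mix added; fluorescence polarization (620/688 nm) read before and after 90 min at 30 °C.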
* marks the source's active call; other numbers are inactive results; ? = inconclusive; nt = no result given; [ ] = another dose, or the depositor's remark. Unless noted, the call rests on the fitted dose curve; in most records, active means well fitted curve in the direction sought with a large enough effect; inconclusive means small, poorly fitted or top-dose-only effect, or another doubt; inactive means no such curve, though single readings can be large; an effect the other way counts as inactive or inconclusive.

Structure	HP1b chromo inh	RGS4 inhibitor	JMJD2A Tudor	PI4K2A inh	GLS inh	ERG Ets-DNA blk	BAZ2B inh	G9a block	12-LOX inh
COC(=O)c1cc(-c2cccc(OC)c2)n[nH]1	45%	4%	-12%	6	2%	-3%	-2%	-15%[59 µM]	-2%
O=C(O)C1Cc2ccccc2CN1C(=O)COc1ccc(Cl)cc1Cl (stereo not drawn)	12%	17%	-17%	-3	-7%	6%	-31%	25µM*	?
Cc1ccc(S(=O)(=O)c2nnn(-c3cccc(F)c3)c2N)cc1	56%[activator]	-21%	-8%	3	-8%	9%	nt	0%	-2%
COc1cc(OC)c(-c2nn3c(-c4ccco4)nnc3s2)cc1OC	-22%	?	-33%	-11	-21%	-4%	-8%	45µM*	-19%
CNS(=O)(=O)c1cn(CC(=O)NCc2cccc(OC)c2)cc1S(=O)(=O)NC	-14%	23%	-14%	-2	1%	8%	2%	11%	nt
COc1ccc(C(=O)C(OC(=O)CNC(=O)c2ccco2)c2ccccc2)cc1 (stereo not drawn)	8%	15%	-16%	-1	-3%	0%	-38%[57.1 µM]	50µM*	?
C[C@]12c3[nH]c4ccc(Cl)cc4c3CCN1C(=O)[C@@H](CC(=O)NCCC1=CCCCC1)C[C@@H]2C(=O)N1CCCCC1	29%	11%	-18%	0	3%	1%	nt	nt	?
CCCN1CCN(C(=O)C2CCN(S(=O)(=O)c3c(C)noc3/C=C/c3ccc(C)cc3)CC2)CC1	15%	-2%	?	4	-13%	-16%	-35%	1%	-21%
CCCCN=C1CC(C)(C)CC(=O)/C1=C(/O)CCCN1C(=O)c2ccccc2C1=O	33%	-8%	5%	1	-13%	-3%	10%	22%	-9%
CCOC(=O)CN(C(=O)CNC(=O)c1ccco1)C(C(=O)NC1CCCCC1)c1cccnc1 (stereo not drawn)	13%	4%	3%	-2	5%	5%	5%	-1%	0%
CC(C)(C)c1nnc(NC(=O)Cc2ccc(Br)cc2)s1	?	?	-17%[57.1 µM]	0	6%	5%	-5%	-5%[59 µM]	27%
C=CCOc1cccc(C2C(C(=O)c3ccc(C)o3)=C(O)C(=O)N2c2nccs2)c1 (stereo not drawn)	10%	-10%	?	3	9%	-3%	?	32µM*	?
Cc1ccc(CN(C)C(=O)c2cccc(S(=O)(=O)N3CCN(c4ccccc4)CC3)c2)cc1	0%	-11%	-29%	-2	0%	6%	nt	nt	1%
Cc1ccnc(NC(=O)CN(C)S(=O)(=O)c2cccc3nsnc23)c1	54%[activator]	8%[11.4 µM]	-7%[57.1 µM]	0	-1%	10%	-32%	41%[59 µM]	0%
COc1ccc(N2CCN(C(=O)c3cc(-c4cccs4)nc4ccccc34)CC2)cc1	-31%	-40%	?	4	-4%	14%	?	22µM*	?
COc1ccc(NC(=O)C2=C(C)C(=O)OC23CCN(C(C)C)CC3)cc1Cl	54%[activator]	-2%	-17%	0	-4%	-1%	?	3%[59 µM]	-27%
CCOC(=O)c1ccc2c(c1)nc(-c1ccccn1)n2CC	33%	-2%	10%	11	-4%	4%	-4%	-18%	-16%
CCCNC(=O)c1onc(CSc2nc3ccccc3[nH]2)c1C(=O)NCCC	30%	-16%	-21%	-3	2%	10%	-8%	nt	-1%
COc1cc2ncc3c(-c4ccccc4)nn(CC(=O)NC4CCCCC4)c3c2cc1OC	23%	-5%	-29%	1	1%	-3%	-11%	7%[59 µM]	?
Cc1ccc(S(=O)(=O)N2CCC(n3nnc4cc(C)ccc43)CC2)cc1	22%	25%	-14%	2	-1%	nt	-6%	7%[59 µM]	5%
CC(C)N(Cc1nc(-c2ccccc2)no1)C(=O)COc1ccccc1	50%[activator]	-12%	9%	1	1%	0%	5%	0%	8%
O=C(Cc1ccccc1)N/N=C/c1cc(Br)c(Br)o1	25%	5%	-18%	2	0%	1%	-34%	?	-1%
Cc1ccc(O)c(NC(=O)COCc2cc(-c3ccco3)on2)c1	?	0%	-27%	0	4%	-2%	-7%	-32%[59 µM]	-18%
CC1CCc2nc(N)c(C#N)c(-c3cccn3C)c2C1 (stereo not drawn)	15%	23%	-5%	5	22%	-2%	6%	6%[59 µM]	-5%
COC(=O)[C@@]12CCCN1[C@H](c1ccc(-c3ccc(Cl)c(Cl)c3)cc1)[C@H]1C(=O)N(C)C(=O)[C@H]12	96%[activator]	5%	?	-2	-1%	2%	?	-1%[2.33 µM]	-6%
COc1ccccc1N(C)S(=O)(=O)c1ccc(C(=O)N2CCC2)cc1	33%	-13%	3%	8	0%	-5%	6%	3%	7%
Cc1ccc(C(=O)O)cc1S(=O)(=O)N1CCC(C(=O)O)CC1	22%	17%	-8%	1	5%	-3%	-4%	3%[59 µM]	0%
CSc1ccccc1C(=O)NCC(c1ccco1)N1CCCCC1 (stereo not drawn)	6%	-1%	-14%[11.4 µM]	-22	0%	24%	-11%	?	-3%
CN(c1ncc(C(F)(F)F)cc1Cl)n1cc(C(N)=O)c2ccccc2c1=O	38%	7%	-9%	-3	1%	-1%	?	-11%	13%
CCC1S/C(=C(\C#N)C(=O)NCc2ccco2)N(c2ccc(F)cc2)C1=O (stereo not drawn)	37%	-19%	-2%	6	1%	-16%	-30%	?	-2%

Next entries follow:
Structure	HP1b chromo inh	RGS4 inhibitor	JMJD2A Tudor	PI4K2A inh	GLS inh	ERG Ets-DNA blk	BAZ2B inh	G9a block	12-LOX inh
COc1ccc(C(=O)NC(=S)N2CCN(c3ccccc3OC)CC2)cc1OC	32%	-7%	-8%	4	8%	5%	?	nt	2%
O=C(N/N=C/c1cccs1)c1cccnc1	47%[activator]	-11%	-10%	4	-6%	-17%	-9%	15%[59 µM]	133%[activator]
Nc1ccccc1-c1nnn(CC(=O)N2CCCc3ccccc32)n1	17%	-7%	-10%	1	-5%	nt	0%	32%[59 µM]	13%
CCOC(=O)c1cc2c(ccn2C)n1CC(=O)N1CCC(Cc2ccccc2)CC1	?	-17%	35µM*	2	3%	nt	25µM*	40µM*	?
Cc1nc2cc(C(=O)N3CCc4ccccc43)ccc2n1-c1ccc(F)c(F)c1	9%	-12%	-30%	-2	6%	12%	-34%	-13%[59 µM]	-7%
CCOC(=O)c1sc2nc(SCC(=O)N(CC)CC)n(CCCN3CCCC3=O)c(=O)c2c1C	36%	33%	-21%	-11	12%	2%	79µM*	15%[59 µM]	17%
COCCn1c(SCC(=O)N2CCCCC2)nc2c(c1=O)SCC2	9%	-28%	-12%	5	4%	7%	-8%	8%	34%[activator]
Cc1ccccc1-n1c(CSC(=N)N)nc2ccccc2c1=O	0%	-11%	-26%	5	20%	1%	5%	-27%	?
COc1ccc(CNc2ncnc3cc(Cl)ccc23)cc1OC	41%[activator]	-11%	0%[57.1 µM]	-1	2%	2%	1%	9%	-6%
Cn1c(=O)cc(N2CCN(C(=O)c3ccco3)CC2)[nH]c1=O	35%	?	-1%	-4	0%	14%	4%	nt	17%
CN1C(N)=NC(=O)/C1=C/c1ccccc1F	32%	-10%	9%	0	8%	-1%	3%	27%	14%
COc1ccc(NC(=O)C2CC2)cc1NS(=O)(=O)c1ccc(F)cc1	39%	-9%	-8%	1	15%	-3%	7%	17%[59 µM]	5%
Cc1ccc(-n2ncc3c(=O)[nH]c(SCC(=O)N4CCN(c5ccccc5)CC4)nc32)cc1	21%	20%	-3%	2	1%	-11%	10%	25%[59 µM]	-3%
CC(Oc1ccc(Br)cc1)C(=O)NCC(c1ccco1)N1CCCCC1 (stereo not drawn)	10%	16%	-11%	2	8%	nt	2%	-6%	-28%
NC(=NCCc1ccccc1)NS(=O)(=O)c1ccc(F)cc1	?	3%	-18%	-8	12%	5%	2%	-9%[59 µM]	-19%
COc1cc(-c2cc(=O)c3ccccc3o2)ccc1O	36%	-28%	-3%	5	-22%	11%	-7%	1%	-13%
COc1ccc(CCNC(=O)C2CC3Cn4c(nc5ccccc54)C3N2C)cc1 (stereo not drawn)	28%	20%	-24%	-1	4%	-12%	-30%	-10%[59 µM]	-7%

By substructure: the compounds so far containing a cyano group
Structure	HP1b chromo inh	RGS4 inhibitor	JMJD2A Tudor	PI4K2A inh	GLS inh	ERG Ets-DNA blk	BAZ2B inh	G9a block	12-LOX inh
CC1CCc2nc(N)c(C#N)c(-c3cccn3C)c2C1 (stereo not drawn)	15%	23%	-5%	5	22%	-2%	6%	6%[59 µM]	-5%
CCC1S/C(=C(\C#N)C(=O)NCc2ccco2)N(c2ccc(F)cc2)C1=O (stereo not drawn)	37%	-19%	-2%	6	1%	-16%	-30%	?	-2%

High-throughput results: PubChem BioAssay, National Center for Advancing Translational Sciences (NCATS)

Not all compounds are listed (hit frequency here may not be typical).
